GPR55 antagonists: inhibition of LPI-stimulated GPR55 beta-arrestin translocation – imaging, U2OS, beta-arrestin-GFP, LPI agonist, primary screen (AID 2013); U2OS GPR55 beta-arrestin-GFP translocation imaging, LPI antagonism; higher % means a stronger effect; inhibition, % at 10 µM, or IC50 in µM where a hit was titrated; 290,000 tested, 0.13% active;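 active = spots per cell inhibited over 60%, with over 100 cells counted and total cytoplasm intensity under 500,000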;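 note: U2OS cells stably carrying GPR55 and arrestin-GFP stimulated by 5 µM LPI near EC80; imaged beta-arrestin-GFP aggregate spots per cell after agonist stimulation; plate controls were LPI-stimulated DMSO wells for no effect and DMSO wells without LPI for full effect; some results filed as inactive read as strong as hits; confirmed hits need IC50 under 10 µM and bright autofluorescent wells are also inconclusive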
GPR35 arrestin U2OS: GPR35 antagonists blocking zaprinast-driven arrestin recruitment, primary screen, imaging, U2OS, beta-arrestin-GFP, zaprinast agonist (AID 2058); U2OS GPR35 beta-arrestin-GFP translocation imaging, zaprinast antagonism; higher % means a stronger effect; inhibition, % at 10 µM; hits with a dose series show IC50 in µM; 290,000 tested, 0.052% active;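 active = inhibition of at least 50% with at least 30 cells and total cytoplasm GFP at most 10,000,000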
Myeloid diff MLP: promotes myeloid progenitor differentiation; ER-HoxA9 myeloid progenitors, lysozyme-GFP differentiation, flow cytometry; calls only at 10 µM; 360,000 tested, 1% active;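 active = normalized GFP-positive differentiation at or above the plate's own cutoff, the solvent-only control mean plus 3 SD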;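 note: cells exposed to compound for four days before flow analysis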
NTR1 agonist: agonists of NTR1, primary screen, imaging, U2OS cells, beta-arrestin-GFP, high content (AID 493036); P30989; NTR1-U2OS beta-arrestin-GFP spot imaging, agonist mode; activation, % at 20 µM; 330,000 tested, 0.17% active;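 active = activation at or above 40% of the spot to cytoplasm intensity ratio, with at least 20 cells analyzed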;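 note: 0% = DMSO without peptide and 100% = 100 nM NTR1 peptide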
Target sequence (P30989 whole entry, looked up): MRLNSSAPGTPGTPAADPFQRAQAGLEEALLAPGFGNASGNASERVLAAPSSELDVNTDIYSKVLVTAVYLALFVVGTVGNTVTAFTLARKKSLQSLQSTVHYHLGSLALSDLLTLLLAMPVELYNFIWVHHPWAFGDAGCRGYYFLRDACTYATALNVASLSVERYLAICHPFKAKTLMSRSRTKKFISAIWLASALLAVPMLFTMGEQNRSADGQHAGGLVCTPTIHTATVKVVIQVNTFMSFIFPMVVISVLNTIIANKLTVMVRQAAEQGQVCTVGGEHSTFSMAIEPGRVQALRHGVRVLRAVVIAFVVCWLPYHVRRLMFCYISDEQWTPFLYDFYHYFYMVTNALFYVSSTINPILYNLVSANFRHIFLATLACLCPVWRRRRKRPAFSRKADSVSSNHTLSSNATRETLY
Salmonella PhoP GFP: inhibitors of PhoP regulon expression, primary screen, Salmonella Typhimurium, GFP reporter (AID 1863); S. Typhimurium PhoP-regulated promoter GFP reporter, 4 h; higher % means a stronger effect; inhibition, % at 50 µM; hits with a dose series show IC50 in µM; 300,000 tested, 0.16% active;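 active = inhibition over 29.93%, a cutoff 3 SD above the screen mean, later confirmed by dose response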;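 note: 0% = low Mg2+ inducing control and 100% = high Mg2+ repressing control; strong numbers were not always called active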
Siah-1 displacement: blockers of Siah-1 interaction with plectin peptide – biochemical, fluorescence polarization, rhodamine-plectin, uHTS, primary screen (AID 1817); Siah-1 / rhodamine-plectin peptide fluorescence polarization; higher % means a stronger effect; 290,000 tested, 0.02% active; displacement, % at 20 µM, or IC50 in µM where a hit was titrated;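 active = displacement of at least 50% at 20 µM, with a fluorescence ratio check between 0.3 and a set limit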;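 note: plate controls were Siah plus tracer with DMSO for no effect and tracer alone without Siah for full effect; strong numbers were not always called active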
Rac1 GTP hydrolysis: MgcRacGAP GTPase-activating activity inhibitors, confirmation, biochemical, ADP Hunter fluorescence; MgcRacGAP-stimulated Rac1 GTP hydrolysis, ADP Hunter fluorescence; higher % means a stronger effect; GST-tagged Rac1 F28L mutant substrate; one-dose inhibition, % at 30 µM; IC50 in µM for titrated hits; 340,000 tested, 0.6% active;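 active = first-screen hits whose inhibition reached a set limit at any dose in the follow-up dose series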;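 note: fluorescence reports GDP produced by GAP-driven GTP hydrolysis; strong numbers were not always called active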
LYP phosphatase: PTPN22 lymphoid phosphatase activity blockers – biochemical, fluorescence intensity, uHTS (AID 1779) | recombinant LYP phosphatase, fluorescence intensity; higher % means a stronger effect | inhibition, % at 11.5 µM, or IC50 in µM where a hit was titrated | 290,000 tested, 0.054% active; in the data active = inhibition above about 50%;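 note: plate controls were vehicle with enzyme for no effect and no enzyme for full effect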
HIV fusion peptide: cell-free HIV fusion peptide-binding blockers – biochemical, uHTS, fluorescence dequenching, primary screen (AID 1986); inhibition, % at 20 µM, or IC50 in µM where a hit was titrated; cell-free peptide binding, fluorescence dequenching, 30 min; higher % means a stronger effect; 290,000 tested, 0.3% active; in the data active = inhibition mostly above about 52%, no sharp cut-off; inactive = mostly below about 76%; note: some results filed as inactive read as strong as hits
NTR1 agonist cell count 20 µM: further read-out of NTR1 agonist, marked with its call; cell count; measured here: cell count, cytotoxicity flag
Myeloid diff MLP GFP+ MAC1+ %: also measured in Myeloid diff MLP; calls as there; GFP+ MAC1+ double positive, %; measured here: differentiation confirmed by MAC1 staining
* hit, by the source's call; i = inactive; / = no result given; + = active, no number.

SMILES	GPR55 antagonists	GPR35 arrestin U2OS	Myeloid diff MLP	Myeloid diff MLP GFP+ MAC1+ %	NTR1 agonist	NTR1 agonist cell count 20 µM	Salmonella PhoP GFP	Siah-1 displacement	Rac1 GTP hydrolysis	LYP phosphatase	HIV fusion peptide
Cc1nn(C)cc1CNC(=O)COc1ccc(Cl)cc1Cl	-9%	12%	i	1.0	1.2	86	-9%	-1%	4%	-10%	2.6%
O=C(COC(=O)c1ccc(S(=O)(=O)N2CCOCC2)cc1)NC1CCCCCC1	7%	-3%	i	1.7	-0.5	48	0%	-3%	5%	-12%	-1.8%
O=C(CSc1nc2ccccc2n1S(=O)(=O)c1ccccc1)N1CCCC1	-7%	-7%	i	1.2	1.6	36	-11%	4%	7%	-4%	1.4%
C=CCNC(=S)N/N=C/c1cccc([N+](=O)[O-])c1	8%	13%	i	0.0	-0.3	50	2%	-1%	9%	-5%	-3.1%
CCN1C(=O)C2(SC(NC(C)=O)=NN2C(C)=O)c2cc(C)cc(C)c21 (configuration not stated)	2%	-4%	i	0.4	2.3	44	8%	1%	4%	-4%	-0.8%
c1ccn2cc(C34CC5CC(CC(C5)C3)C4)nc2c1	2%	0%	i	0.3	0.6	56	-2%	-5%	12%	-10%	1.0%
COC(=O)/C=C1/SC(=NC(=O)c2cccc([N+](=O)[O-])c2)NC1=O	-12%	-9%	i	3.9	-0.8	47	-5%	-2%	18%	0%	16%
COC(=O)c1sccc1NC(=O)c1csc2c1CCCC2	6%	12%	i	4.6	6.9	66	30%	0%	13%	-8%	0.8%
Cc1sc2ncnc(SC(C)C(=O)N3c4ccccc4Sc4ccccc43)c2c1C (configuration not stated)	-3%	23%	i	1.0	1.8	38	-5%	3%	-6%	3%	2.3%
CCN(CC)S(=O)(=O)c1ccc(C)c(NC(=O)/C=C/c2cccs2)c1	3%	-6%	i	0.9	-0.9	52	5%	-5%	8%	5%	1.6%
O=C1O/C(=C/C(=O)N2CCOCC2)c2ccccc21	-3%	-6%	i	0.6	-0.1	52	1%	3%	2%	-5%	1.9%
Cc1nnc(SCc2cccc([N+](=O)[O-])c2)[nH]c1=O	-1%	-6%	i	0.2	-0.3	61	-12%	0%	9%	1%	0.1%
Cc1cccc(OCc2nnc(SCC(=O)c3ccccc3)o2)c1	5%	14%	i	1.3	-0.8	86	-10%	5%	3%	-6%	-2.4%
Oc1oc(-c2cccc3ccccc23)nc1/C=N/c1nccs1	6%	6%	i	0.2	1.9	51	10%	9%	6%	-4%	-0.2%
COc1ccc(Cn2c(SCc3ccccc3C)nc3cc(OC)c(OC)cc3c2=N)cc1	11%	-2%	i	0.6	31	68	-2%	6%	9%	-9%	-2.5%
CCCCCNC1=CC(=O)CC(c2ccccc2)C1 (configuration not stated)	-8%	3%	i	0.5	-0.2	59	2%	-1%	15%	-8%	-3.4%
Cn1c(C(=O)O)c(C=O)c2ccccc21	3%	-14%	i	0.5	0.2	36	-16%	8%	8%	-7%	3.2%
O=C(Nc1ccc(Cl)cc1)c1ccc(Br)cc1F	-2%	6%	i	0.5	3.7	44	5%	-2%	-4%	-9%	-0.9%
NC(=O)c1cc([N+](=O)[O-])ccc1NCc1cnccn1	/	/	i	0.7	-1.4	94	-3%	/	8%	/	/
O=S1(=O)N=C(N(Cc2cccs2)c2ccc(O)cc2)c2ccccc21	0%	6%	i	0.4	2.7	37	5%	-1%	6%	-6%	-0.4%
CCN1CCCc2cc(CN(CCN3CCOCC3)C(=S)Nc3ccc(C)cc3)ccc21	13%	7%	i	0.5	1.2	70	-6%	4%	11%	-8%	0.5%
Clc1ccccc1-c1cc(COc2ccc3ccccc3c2)no1	4%	1%	i	1.3	0.8	30	-3%	-4%	-1%	1%	-0.2%
Cc1cc(=O)oc2cc(OCC(=O)NCCc3c[nH]c4ccc(F)cc34)ccc12	18%	-7%	i	2.4	0.9	70	-4%	4%	10%	-8%	-0.2%
CCC1CCCCN1c1cc(C)nc2cc(-c3cccc(C)c3)nn12 (configuration not stated)	2%	6%	i	1.1	15	80	0%	-1%	2%	6%	-1.2%
CN(C1CCCCC1)S(=O)(=O)c1ccc(NC(=O)c2ccco2)cc1	10%	4%	i	0.8	1.7	50	-5%	-1%	9%	-1%	-0.1%
CCC(=O)NC(=S)Nc1ccc(NC(=O)COc2ccccc2)cc1	-14%	-3%	i	0.3	-0.8	40	1%	-2%	6%	-2%	-0.3%
O=c1c2ccccc2nc2n1CCCCN2	0%	12%	i	0.3	-1.5	49	-6%	-1%	7%	-11%	-0.7%
C=CCC(CC=C)(NC(=O)c1cccc(C)c1)c1ccccc1	-18%	-2%	i	0.7	1.0	43	-6%	0%	6%	-6%	-1.1%
CC(C)C(=O)Nc1cccc(NC(=S)NC(=O)c2cccs2)c1	-1%	-5%	i	2.2	-0.3	72	1%	0%	-9%	-12%	1.3%
CC1=NN(Cc2ccccc2)C(=O)/C1=C/c1ccc(N(C)C)cc1	-3%	27%	i	1.2	2.7	58	23%	-4%	3%	-5%	-3.1%
Cc1cc2n(n1)C(c1ccccc1)Nc1ccccc1-2 (configuration not stated)	5%	-5%	i	0.8	7.0	89	-2%	0%	5%	3%	-3.6%
Cc1ccc(NC(=O)Nc2ccc3c(c2)nc(C)n3C)cc1C	3%	-13%	/	/	-0.3	81	-8%	-7%	/	-5%	0.3%
CC(C)N1C(=O)CCN(C=O)c2ccccc21	-7%	-11%	i	0.4	-0.5	48	-5%	0%	-11%	-10%	-0.4%
OCC[C@@H]1C[C@H](O)[C@@H](O)[C@@]2(CCc3ccccc3O2)O1	3%	-4%	i	1.3	-1.7	94	1%	-2%	9%	-6%	1.6%
CCOC(=O)CSC1=C(C#N)C(c2ccc(OC)cc2)C2=C(CC(C)(C)CC2=O)N1 (configuration not stated)	10%	12%	/	/	2.2	63	1%	-3%	9%	-1%	-2.6%
CC(C(=O)Nc1cccc([N+](=O)[O-])c1)N1CCN(C/C=C/c2ccccc2)CC1 (configuration not stated)	5%	-5%	i	0.7	1.9	34	-3%	0%	1%	-3%	-2.9%
CC(Sc1nnc(N)s1)C(=O)NC1CCCCC1C (configuration not stated)	/	/	i	0.9	-0.9	66	-3%	/	3%	/	/
O=C1COc2ccc(S(=O)(=O)NCCc3ccccc3)cc2N1	0%	-13%	+	12*	1.6	37	-3%	3%	-3%	-8%	-0.7%
COc1ccc(CNC(=O)c2cc3c(=O)n4cccc(C)c4nc3n(CC3CCCO3)c2=N)cc1 (configuration not stated)	3%	12%	i	4.2	11	51	-1%	-6%	-1%	-7%	-0.3%
COc1ccc(N2CCN(C(=O)CCN3C(=O)C4C5C=CC(C5)C4C3=O)CC2)cc1 (configuration not stated)	-3%	-11%	i	0.1	0.6	80	4%	-4%	11%	-5%	-0.5%
O=c1c2cc(NC(=S)NC3CCCCC3)ccc2nc2n1CCCCC2	-4%	-19%	i	0.5	5.2	44	4%	-4%	8%	-2%	-2.2%
CCOc1ccc(NC(=O)Cn2nnc(-c3ccccc3NC(=O)C3CC3)n2)cc1	1%	6%	i	0.6	-1.5	61	-20%	0%	7%	-8%	-1.9%
O=C(NCc1ccc(F)cc1)C1(S(=O)(=O)c2ccc(Cl)cc2)CC1	8%	4%	i	1.4	-0.4	40	7%	2%	5%	-4%	-0.1%
O=C(Nc1ncc(Cc2cccc(Cl)c2)s1)C1CCCO1 (configuration not stated)	4%	0%	i	0.7	0.9	46	3%	0%	10%	2%	3.3%
COC(=O)c1cc(N=C(N)N=C(N)N)cc(C(=O)OC)c1	-8%	-5%	i	0.6	-0.4	57	-9%	-2%	12%	-11%	0.8%
Cc1nnc(SCc2cc([N+](=O)[O-])cc3c2OCOC3)n(N)c1=O	-13%	-5%	i	0.5	0.5	39	5%	3%	3%	4%	0.7%
O=C(NCc1ccco1)c1cc2sccc2n1Cc1ccc(F)cc1	1%	-7%	i	1.7	2.6	65	10%	0%	7%	13%	-0.2%

In a second layout: results already given
The line under a structure holds: GPR55 antagonists | GPR35 arrestin U2OS | Myeloid diff MLP | Myeloid diff MLP GFP+ MAC1+ % | NTR1 agonist | NTR1 agonist cell count 20 µM | Salmonella PhoP GFP | Siah-1 displacement | Rac1 GTP hydrolysis | LYP phosphatase | HIV fusion peptide
> CC(Sc1nnc(N)s1)C(=O)NC1CCCCC1C (configuration not stated)
→ / | / | i | 0.9 | -0.9 | 66 | -3% | / | 3% | / | /
> O=C1COc2ccc(S(=O)(=O)NCCc3ccccc3)cc2N1
→ 0% | -13% | + | 12* | 1.6 | 37 | -3% | 3% | -3% | -8% | -0.7%
> COc1ccc(CNC(=O)c2cc3c(=O)n4cccc(C)c4nc3n(CC3CCCO3)c2=N)cc1 (configuration not stated)
→ 3% | 12% | i | 4.2 | 11 | 51 | -1% | -6% | -1% | -7% | -0.3%
> COc1ccc(N2CCN(C(=O)CCN3C(=O)C4C5C=CC(C5)C4C3=O)CC2)cc1 (configuration not stated)
→ -3% | -11% | i | 0.1 | 0.6 | 80 | 4% | -4% | 11% | -5% | -0.5%
> O=c1c2cc(NC(=S)NC3CCCCC3)ccc2nc2n1CCCCC2
→ -4% | -19% | i | 0.5 | 5.2 | 44 | 4% | -4% | 8% | -2% | -2.2%
> CCOc1ccc(NC(=O)Cn2nnc(-c3ccccc3NC(=O)C3CC3)n2)cc1
→ 1% | 6% | i | 0.6 | -1.5 | 61 | -20% | 0% | 7% | -8% | -1.9%
> O=C(NCc1ccc(F)cc1)C1(S(=O)(=O)c2ccc(Cl)cc2)CC1
→ 8% | 4% | i | 1.4 | -0.4 | 40 | 7% | 2% | 5% | -4% | -0.1%
> O=C(Nc1ncc(Cc2cccc(Cl)c2)s1)C1CCCO1 (configuration not stated)
→ 4% | 0% | i | 0.7 | 0.9 | 46 | 3% | 0% | 10% | 2% | 3.3%
> COC(=O)c1cc(N=C(N)N=C(N)N)cc(C(=O)OC)c1
→ -8% | -5% | i | 0.6 | -0.4 | 57 | -9% | -2% | 12% | -11% | 0.8%
